Screening data from PubChem BioAssay.
aSyn UTR inh: MLPCN primary screen, SNCA 5' untranslated region; AID 1813; alpha-synuclein 5'UTR reporter, inhibitor activity; hit rate 0.82% among 300,000; inhibition, % (tested at 7.5 µM); in the data active means inhibition above about 60%;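 further: H4 neuroglioblastoma cells stably carrying SNCA 5'UTR luciferase fusion; 0% = DMSO wells and 100% = positive control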
HSF1 inhib: HSF1 inhibition; NIH3T3-HGL HSE-luciferase, MG132-induced, luminescence 8 h; stronger effect = lower value; AID 2098; activity change, negative = inhibition, % at 7.5 µM (by protocol); hit rate 0.77% among 300,000;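 active means more than half of replicate wells show activity change below -50%, luminescence cut by over half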;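 further: luciferase reports HSF-1 transcriptional activity via heat shock element; 0% = median of DMSO wells and -100% = zero luminescence signal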
GSK3A inh: human GSK-3 alpha kinase inhibition; P49840; ADP-Glo luminescence, 60 min; inhibition, % at 10 µM; hit rate 0.1% among 320,000; AID 2650;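 in the data active means inhibition above about 50%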;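 further: GST-tagged GSK-3 alpha with peptide substrate and 25 µM ATP; 0% = DMSO neutral wells and 100% = GW8510 positive control wells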
Target sequence (P49840 whole entry, looked up): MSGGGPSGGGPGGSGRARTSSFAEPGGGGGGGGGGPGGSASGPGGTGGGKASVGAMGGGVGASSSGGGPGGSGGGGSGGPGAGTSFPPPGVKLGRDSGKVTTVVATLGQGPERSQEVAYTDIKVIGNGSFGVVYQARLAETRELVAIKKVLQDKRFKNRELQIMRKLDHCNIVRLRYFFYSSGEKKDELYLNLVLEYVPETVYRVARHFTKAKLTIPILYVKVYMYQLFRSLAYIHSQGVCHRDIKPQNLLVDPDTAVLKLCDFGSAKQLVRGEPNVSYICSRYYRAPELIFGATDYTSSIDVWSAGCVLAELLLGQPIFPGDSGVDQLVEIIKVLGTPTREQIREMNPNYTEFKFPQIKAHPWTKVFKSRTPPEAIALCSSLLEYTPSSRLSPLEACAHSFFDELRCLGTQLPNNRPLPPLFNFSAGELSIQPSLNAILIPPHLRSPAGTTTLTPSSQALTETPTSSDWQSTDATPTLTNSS
HSP90 refold inh: inhibitors of HSP90 luciferase refolding in rabbit reticulocyte lysate; luciferase refolding luminescence, 3 h; inhibition, % at 5.6 µM; hit rate 0.91% among 290,000; AID 1789;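 active means inhibition above the screen-wide mean plus 3 SD, computed separately per campaign, cut at about 16% in these data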;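 further: 0% = DMSO wells and 100% = 60 µM geldanamycin wells; inhibitors lower the luminescence because luciferase stays unfolded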
GSK3beta inhib: inhibitors of human GSK3beta kinase; activity score (negative = inhibition), % at 10 µM; AID 2097; hit rate 0.038% among 300,000; GST-GSK3beta kinase, ADP-Glo luminescence, 60 min; stronger effect = lower value;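 active means more than half of replicate wells score below -50%, meaning over 50% inhibition versus plate controls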;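 further: 0% = median DMSO wells and -100% = median GW8510 positive control wells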
Target sequence (P49841 whole entry, looked up): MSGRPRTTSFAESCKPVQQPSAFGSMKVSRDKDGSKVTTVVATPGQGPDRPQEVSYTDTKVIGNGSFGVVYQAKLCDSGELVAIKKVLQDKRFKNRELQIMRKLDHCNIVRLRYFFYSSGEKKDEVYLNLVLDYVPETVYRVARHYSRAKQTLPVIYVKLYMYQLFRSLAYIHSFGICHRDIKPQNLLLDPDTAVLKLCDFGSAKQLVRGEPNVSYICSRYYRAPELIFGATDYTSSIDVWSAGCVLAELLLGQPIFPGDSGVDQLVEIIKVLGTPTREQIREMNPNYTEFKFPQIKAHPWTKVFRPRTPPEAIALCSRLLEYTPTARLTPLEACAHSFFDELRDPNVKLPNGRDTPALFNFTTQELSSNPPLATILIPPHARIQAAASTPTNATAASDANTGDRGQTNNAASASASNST
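Test system: GST-fused GSK3beta enzyme, cell-free | Quantity: 1.6 ng GST-GSK3beta enzyme per well | Reagent: 25 µM ATP with peptide substrate | Schedule: 60 min enzyme reaction, room temperature | Signal: Luminescent ADP-Glo measurement of ADP formed | Read-out basis: Score relative to plate controls | Control set: DMSO and 20 µM GW8510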
HSF-1 act: increases HSF-1 driven luciferase reporter signal | hit rate 1.7% among 300,000 | NIH3T3-HGL HSF-1 luciferase reporter, MG132, 8 h; 100% = twice DMSO control signal | activation, % at 9 µM;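 active means mean replicate activation of at least 50% with a set share of replicates each reaching 50%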;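 further: 0% = median of the neutral control wells and 100% = twice that signal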
HIF activator: HIF pathway transcriptional activation; activation, % at 7.5 µM (by protocol); U2OS HRE-luciferase reporter, luminescence; normalized: DMSO 0%, desferrioxamine 100%; hit rate 0.32% among 300,000;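 active means mean activation of at least 10% of the iron chelator positive control signal, with at least half of replicates also reaching 10%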
AI-2 QS mod: Vibrio harveyi AI-2 quorum sensing modulation; Vibrio harveyi JMH597 AI-2 luminescence/OD600 ratio, 9 h; stronger effect = lower value; strain lacks LuxN and CqsS sensors; 0 = neutral-control median; activity change, % at 7.5 µM; hit rate 0.4% among 300,000; in the data active means activity change below about -75%, passing the limit was not always enough;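 further: luminescence divided by OD600 gain over 9 h not by final OD600 alone; inactives centre near 13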
KLF5 inhibitor: suppresses KLF5 promoter-driven expression; AID 1700; hit rate 0.23% among 290,000; DLD-1 KLF5 promoter-luciferase reporter, luminescence; inhibition, % at 5 µM;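 active means inhibition above a per-plate limit of that plate's mean compound inhibition plus 3 SD, cut at about 60% in these data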;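 further: 0% = DMSO wells and 100% = LY294002 at 200 µM; higher means less KLF5 promoter-driven luciferase light; inactives centre near -14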
IEC-6 cytotox: IEC-6 cytotoxicity, counter-screen for KLF5 inhibitors; hit rate 0.78% among 290,000; AID 1825; inhibition, % at 5 µM; luminescence viability; in the data active means inhibition above about 22%;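 further: 0% = plate median of test compound wells and 100% = cytotoxic reference compound wells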
* hit, by the source's call; nt = not tested or not shown.

Value order: aSyn UTR inh	HSF1 inhib	GSK3A inh	HSP90 refold inh	GSK3beta inhib	HSF-1 act	HIF activator	AI-2 QS mod	KLF5 inhibitor	IEC-6 cytotox
(1) NC(=O)CC(NC(=O)Cc1ccc(Br)cc1)c1ccc(NCCN2CCCCC2)c([N+](=O)[O-])c1 (stereo unspecified)
→ 4	-7	1	-7	1	-8	0.5	20	-12	5
(2) Cc1[nH]c2ccc(F)cc2c1CCN1C(=O)OC(C)(C)C1(C)O (stereo unspecified)
→ -7	-5	-1	4	-3	-13	-0.3	13	-16	0
(3) COc1cc(/C=C2\COC/C(=C\c3cc(OC)c(OC)c(OC)c3)C2=O)cc(OC)c1OC
→ 103*	-92*	nt	4	-3	-93	-6.7	-3	2	4
(4) CC1CCCN(S(=O)(=O)c2ccc3c(c2)c(=O)nc2ccc(Cl)cn23)C1 (stereo unspecified)
→ 17	-1	0	1	-2	11	-0.4	35	-21	11
(5) Cc1nc(N2CCN(c3ccccn3)CC2)c2c(C)c(C(=O)N3CCN(c4ccccc4F)CC3)sc2n1
→ 15	-3	-1	9	1	20	-0.9	22	4	2
(6) CCCn1cc(S(=O)(=O)c2ccc(C)cc2)c(=O)c2cc(OC)ccc21
→ 14	-3	0	2	1	9	0.3	-5	1	5
(7) Cc1ccc(NC(=O)c2nc[nH]c2C(=O)N2CCOCC2)c(C(=O)c2ccccc2)c1
→ -7	-9	-1	0	1	-20	0.3	5	-13	-1
(8) CCOC(=O)N1CCN(C(=O)CSCC(=O)Nc2nc(-c3ccccc3)cs2)CC1
→ -47	11	-3	-2	3	34	0.4	1	-34	7
(9) Cc1csc(SCc2c(C(=O)O)oc3ccccc23)n1
→ 4	-3	-4	-10	2	-6	-0.1	15	-14	1
(10) Cc1cc(C)cc(C(=O)Nc2c3c(nn2C(C)(C)C)CS(=O)(=O)C3)c1
→ 14	4	0	-3	4	36	0.0	10	-5	-3
(11) CCc1ccc(NC(=O)CSc2nnc(Cc3cccn3C)n2-c2ccc(F)cc2)cc1
→ 2	6	nt	-5	0	1	0.0	21	-8	2
(12) c1ccc(-c2csc(NC3=NCCCCC3)n2)cc1
→ -99	12	-2	-3	-3	41	1.3	31	-29	2
(13) CC(Oc1ccc(Cl)cc1)C(=O)NCC1CCCO1 (stereo unspecified)
→ 15	-9	-1	4	1	2	0.0	30	-20	-1
(14) CCCCN(CC(=O)NC(C)(C)C)C(=O)C(=O)Nc1ccc2c(c1)OCCO2
→ -12	2	-2	-4	-4	2	-1.1	4	0	-2
(15) FCCCOc1ccc(/C=N/OCc2ccc(Cl)cc2Cl)cc1
→ -19	-4	1	-1	3	-7	0.0	26	0	1
(16) O=[N+]([O-])c1nn(-c2ccccc2)n(O)c1=NCc1ccc2c(c1)OCO2
→ -39	2	7	4	1	1	0.9	23	6	6
(17) CCOc1ccc(OCCOCCOc2c(Cl)cccc2Cl)cc1
→ 27	0	-2	-2	-2	0	0.0	-7	3	-8
(18) O=C(CCc1nc2ccccc2c(=O)[nH]1)NCc1ccccn1
→ 11	1	1	0	2	9	-0.7	12	-11	2
(19) COc1ccc(NC(=O)CC2C(=O)N(CCc3ccccc3)C(=S)N2Cc2cccnc2)cc1 (stereo unspecified)
→ 11	25	nt	2	0	49	-0.4	23	21	7
(20) O=C(COC(=O)c1cnc(Cl)c(Cl)c1)NCc1ccco1
→ -2	5	-3	8	2	7	0.0	24	-8	-2
(21) Fc1ccc(/C=N/Nc2ccccn2)cc1
→ -120	18	-1	2	2	33	1.7	39	-25	-7
(22) COCCCNC(=O)C1CCCN(S(=O)(=O)c2cccc3nsnc23)C1 (stereo unspecified)
→ 1	0	-1	1	-1	-11	0.2	10	-18	-3
(23) CCOC(=O)C1CCCN(C(=O)c2cn(CC)c3ccc(S(=O)(=O)N4CCCC4)cc3c2=O)C1 (stereo unspecified)
→ nt	nt	-1	2	nt	nt	nt	nt	-25	-2
(24) Cc1[nH]n(-c2ccccc2)c(=O)c1C(=O)c1ccc([N+](=O)[O-])cc1
→ 12	-4	0	4	1	-2	0.7	73	-15	2
(25) COc1cccc(CN(CC(=O)NC2CCCCC2)C(=O)c2csnn2)c1
→ 0	2	2	0	-1	16	0.0	3	-23	-8
(26) O=C(NCCO)C(=O)Nc1cc2c3c(c1)CCN3C(=O)CC2
→ -17	-1	-1	0	3	14	-1.0	11	-19	1
(27) CC(C)(C)c1ccc(OCC(=O)O/N=C(\N)c2ccncc2)cc1
→ -77	16	1	-1	1	6	2.2	-70	-73	2
(28) S=c1[nH]nc(-c2cc(-c3ccsc3)n[nH]2)n1-c1ccccc1
→ nt	nt	1	1	1	nt	nt	35	6	4
(29) COc1ccc(C(C(=O)NCc2ccccc2)N(Cc2ccc3c(c2)OCO3)C(=O)c2cnccn2)cc1 (stereo unspecified)
→ -3	-3	0	1	0	7	-0.6	-9	-28	5
(30) CC(C)(C)C(=O)Nc1ccc(C(=O)Nc2cccnc2)cc1
→ -120	-13	-2	-8	1	-36	2.7	9	-106	2
(31) Cc1cc(C)nc(NC(=O)/C=C/c2ccc(Cl)cc2Cl)c1
→ -129	12	1	-1	-3	38	2.5	11	-29	1
(32) CCCNC(=S)N1CCC(NC(=O)c2ccc(C)cc2)CC1
→ -5	-1	1	-2	3	-1	-1.2	2	-43	-1
(33) COc1cccc(NC(=S)/C(=C(\[O-])c2cc(C)n(-c3ccccc3F)c2C)[n+]2ccc(N(C)C)cc2)c1
→ -9	-39	-1	10	-2	-39	-0.1	-2	-18	8
(34) O=[N+]([O-])c1ccccc1-c1cc(-c2ccccc2O)n[nH]1
→ -256	19	-2	-3	2	23	0.0	10	-68	4
(35) Cc1nnc(SCC(=O)Nc2nccs2)n1C(C)C
→ 2	-6	4	-1	-2	4	-0.4	27	-22	-7
(36) Cc1cc(NC(=O)Nc2ccc(Cl)cc2)n(-c2ccccc2)n1
→ -11	0	-1	4	-2	1	-0.2	14	-1	6
(37) CCn1c(-c2ccc(N(C)C)cc2)nc2ccccc21
→ -97	-3	0	6	2	34	2.1	42	-89	30*
(38) CCOC(CNC(=O)Cn1nc(Cc2ccncc2)c2ccccc2c1=O)OCC
→ -7	-5	-2	5	0	2	-5.0	19	-14	4
(39) C[C@H](NC(=O)NCCc1ccccc1)C(=O)O
→ -11	1	-3	0	-6	7	-0.1	27	1	2
(40) CC1=CC(C)(C)N(C(=O)CSc2nccn2C)c2cc(C)ccc21
→ 8	8	-4	-4	-4	13	-0.3	9	11	1
(41) S=c1nn[nH]n1C12CC3CC(CC(C3)C1)C2
→ -4	-4	-1	9	5	-12	-0.3	43	-20	3
(42) S=C(NCCc1ccccc1)Nc1ccc(Cl)cc1Cl
→ -52	8	3	5	4	21	0.3	-36	-11	0
(43) COc1ccc2nc(C)c(C(=O)NN)cc2c1
→ 25	4	-1	1	2	20	-0.8	-4	-6	-9
(44) O=C(COc1ccc(Cl)cc1Cl)NN1C(=O)C2C3C=CC(C3)C2C1=O (stereo unspecified)
→ 0	-4	-3	-1	2	20	-0.2	-9	-22	-4
(45) CN(Cc1cccnc1)Cc1cn[nH]c1-c1ccc(-c2ccccc2)cc1
→ -12	28	-1	-2	-11	38	1.2	8	-36	-4

Eight compounds out of the list, arranged by length of the SMILES, falling:
Value order: aSyn UTR inh	HSF1 inhib	GSK3A inh	HSP90 refold inh	GSK3beta inhib	HSF-1 act	HIF activator	AI-2 QS mod	KLF5 inhibitor	IEC-6 cytotox
(33) COc1cccc(NC(=S)/C(=C(\[O-])c2cc(C)n(-c3ccccc3F)c2C)[n+]2ccc(N(C)C)cc2)c1
→ -9	-39	-1	10	-2	-39	-0.1	-2	-18	8
(7) Cc1ccc(NC(=O)c2nc[nH]c2C(=O)N2CCOCC2)c(C(=O)c2ccccc2)c1
→ -7	-9	-1	0	1	-20	0.3	5	-13	-1
(24) Cc1[nH]n(-c2ccccc2)c(=O)c1C(=O)c1ccc([N+](=O)[O-])cc1
→ 12	-4	0	4	1	-2	0.7	73	-15	2
(10) Cc1cc(C)cc(C(=O)Nc2c3c(nn2C(C)(C)C)CS(=O)(=O)C3)c1
→ 14	4	0	-3	4	36	0.0	10	-5	-3
(26) O=C(NCCO)C(=O)Nc1cc2c3c(c1)CCN3C(=O)CC2
→ -17	-1	-1	0	3	14	-1.0	11	-19	1
(37) CCn1c(-c2ccc(N(C)C)cc2)nc2ccccc21
→ -97	-3	0	6	2	34	2.1	42	-89	30*
(12) c1ccc(-c2csc(NC3=NCCCCC3)n2)cc1
→ -99	12	-2	-3	-3	41	1.3	31	-29	2
(35) Cc1nnc(SCC(=O)Nc2nccs2)n1C(C)C
→ 2	-6	4	-1	-2	4	-0.4	27	-22	-7

Following part:
Value order: aSyn UTR inh	HSF1 inhib	GSK3A inh	HSP90 refold inh	GSK3beta inhib	HSF-1 act	HIF activator	AI-2 QS mod	KLF5 inhibitor	IEC-6 cytotox
(46) O=C(N/N=C/c1cccn1-c1ccc([N+](=O)[O-])cc1)C(O)c1ccccc1 (stereo unspecified)
→ 22	-3	13	0	0	5	-0.5	5	2	2
(47) COc1ccccc1-n1cc(CN2CCN(CC=C(C)C)C(CCO)C2)cn1 (stereo unspecified)
→ 0	2	3	5	-1	-20	0.3	9	-1	2
(48) Cc1nc2c(-c3ccc(F)cc3)c(C)nn2c(C)c1CCC(=O)N1CCC(Cc2ccccc2)CC1
→ 16	1	-2	-3	1	16	-0.3	20	-16	-8
(49) COc1cccc(N2C(=O)C3CC=C(Cl)CC3C2=O)c1 (stereo unspecified)
→ -33	0	4	-1	4	10	0.1	10	-29	0

Only IEC-6 cytotox and HSF-1 act, for two of the compounds above:
| item | SMILES | IEC-6 cytotox | HSF-1 act |
| --- | --- | --- | --- |
| 45 | CN(Cc1cccnc1)Cc1cn[nH]c1-c1ccc(-c2ccccc2)cc1 | -4 | 38 |
| 46 | O=C(N/N=C/c1cccn1-c1ccc([N+](=O)[O-])cc1)C(O)c1ccccc1 (stereo unspecified) | 2 | 5 |
